Pf growth 96h = Primary qHTS for delayed death inhibitors of the malarial parasite plastid, 96 hour incubation; P. falciparum luciferase reporter growth, 96 h; Potency, µM (series often up to 28.7 µM), inactives show at the highest dose activity change, negative = inhibition, usual class: inhibitors; actives 6.9% (n = 320,000); further: potency means the concentration at half of the fitted maximal effect; on the % scale 0 is the no-effect control and ±100 the full control effect
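Infected RBCs, 2% Hct / 0.05% parasitemia final; luciferase-reporter P. falciparum; cpd 96 h, 37 C, 5% CO2; luciferase detection reagent; luminescence.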
Cycloheximide cs = Cycloheximide Counterscreen for Small Molecule Inhibitors of Shiga Toxin; cell reporter, cycloheximide protein synthesis inhibition counterscreen; AID 2314, 2010; max response, %; actives 12% (n = 300,000); in the data active means max response mostly above about 13%, no sharp cut-off; inactive means mostly below about 14%; further: read at 38.3 µM for the half of the compounds with a filed dose; 0% is about no effect
Tb PYK inh = qHTS of Trypanosoma Brucei Inhibitors; pyruvate kinase (Trypanosoma brucei), Q57TT1; TbPYK enzyme, Kinase-Glo Plus ATP luminescence, 45 min; Potency, µM (doses to about 76.8 µM), for inactives: at the top dose activity, negative = inhibition, hits mostly inhibitors; actives 0.12% (n = 410,000); further: potency means the concentration at half of the fitted maximal effect; on the % scale 0 is the no-effect control and ±100 the full control effect; nearly all actives have a fitted effect of over 50% in size
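Quantitative HTS: titrated library compounds versus trypanosomal pyruvate kinase in TEA buffer (pH 7.2) containing KCl, MgCl2, BSA and Tween-20. Reactions were initiated with ADP, 130 uM final. Kinase-Glo Plus luminescence was read after 45 min at RT.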
LmPK inhibitor = qHTS Assay for Inhibitors of Leishmania Mexicana Pyruvate Kinase (LmPK); Q27686; actives 0.37% (n = 290,000); Potency, µM (highest dose often 57.5 µM), for the others: top-dose activity change, negative = inhibition, hits mostly inhibitors; purified LmPK, Kinase-Glo ATP luminescence, 1 h; further: potency means the concentration at half of the fitted maximal effect; on the % scale 0 is the no-effect control and ±100 the full control effect
Target sequence (Q27686 whole entry, looked up): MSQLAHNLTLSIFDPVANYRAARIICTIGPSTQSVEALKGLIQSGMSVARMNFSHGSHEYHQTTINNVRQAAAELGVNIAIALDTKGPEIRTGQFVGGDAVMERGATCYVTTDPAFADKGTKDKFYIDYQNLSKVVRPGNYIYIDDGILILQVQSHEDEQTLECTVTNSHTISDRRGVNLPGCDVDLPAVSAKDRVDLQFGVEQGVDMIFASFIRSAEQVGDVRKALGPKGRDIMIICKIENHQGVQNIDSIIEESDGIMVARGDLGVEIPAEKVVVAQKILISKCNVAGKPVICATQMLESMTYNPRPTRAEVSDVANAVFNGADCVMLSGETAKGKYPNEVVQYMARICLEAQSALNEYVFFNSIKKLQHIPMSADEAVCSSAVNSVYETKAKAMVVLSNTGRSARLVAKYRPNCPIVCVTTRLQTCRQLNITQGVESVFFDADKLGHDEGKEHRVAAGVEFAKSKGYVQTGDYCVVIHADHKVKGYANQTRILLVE
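0.1 nM LmPK, 0.5 mM PEP, 0.1 mM ADP; 50 mM imidazole pH 7.2, 7 mM MgCl2, 50 mM KCl; 1 h RT. Kinase-Glo luminescence readout, normalized to no-enzyme (full inhibition) and uninhibited wells.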
Pf growth 48h = Primary qHTS for delayed death inhibitors of the malarial parasite plastid, 48 hour incubation; Potency, µM (doses to about 28.7 µM), for the others: at the top dose activity change, negative = inhibition, actives largely listed as inhibitors; P. falciparum luciferase growth in erythrocytes, 48 h; actives 5.9% (n = 310,000); further: potency means the concentration at half of the fitted maximal effect; on the % scale 0 is the no-effect control and ±100 the full control effect
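Firefly luciferase activity from engineered P. falciparum reports growth; inhibitors lower the luminescent signal. Cultures contained 2% hematocrit erythrocytes at 0.1% final parasitemia.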
AMA1 RON2 block = qHTS for Inhibitors of AMA1-RON; Towards Development of Antimalarial Drug Lead: Primary Screen; Plasmodium falciparum AMA1 (3D7) - RON2 peptide interaction; AlphaScreen AMA1-biotinylated RON2 peptide binding; Potency, µM (series often up to 58.2 µM), for the others: at the top dose activity change, negative = inhibition, hits mostly inhibitors; actives 0.2% (n = 360,000); AID 720542, 2013;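 further: potency means the concentration at half of the fitted maximal effect; 0% = vehicle wells and -100% = peptide control; nearly all actives have a fitted effect of over 45% in size; some results filed as inactive show a strong effect at the top dose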
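AMA1 (3D7) with his tag at 25 nM final met compounds first, then biotinylated RON2 peptide at 25 nM; detection used donor plus acceptor beads, 10 µg/mL apiece, read by AlphaScreen after 30 min at room temperature.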
Shiga toxin inh = A qHTS for Small Molecule Inhibitors of Shiga Toxin | actives 9.2% (n = 290,000) | inhibition, % at 38.7 µM | Vero cells, Shiga toxin protein synthesis inhibition reporter; in the data active means inhibition mostly above about 28%, no sharp cut-off; inactive means mostly below about 43%; further: 0% is about no effect
Starred values were filed as active, the others as inactive; ? = inconclusive; . = not tested or not shown; & = joins results of further samples; [ ] = another dose, or the depositor's remark. Unless noted, the call rests on the fitted dose curve; in most records, active means well fitted curve in the direction sought with a large enough effect; inconclusive means small, poorly fitted or top-dose-only effect, or another doubt; inactive means no such curve, though single readings can be large; an effect the other way counts as inactive or inconclusive. No enrichment for hits (roughly 21% active in at least one column).

entry	mol	Tb PYK inh	Cycloheximide cs	Pf growth 48h	Pf growth 96h
1	CS(=O)(=O)c1ccc(Cl)c(NC(=O)COC(=O)C23CC4CC(CC(C4)C2)C3)c1	2%	.	5.2µM*	8.3µM*
2	Nc1n[nH]c(-c2ccc(Br)cc2)c1Cl	5%	9	42%[activator]	37%[activator]
3	COc1ccc(C(=O)NC(=S)NC2CCSC2=O)cc1 (centres undefined)	-5%	14	-12%	96%[activator]
4	COc1ccc2cc(CN(CC3COCCO3)S(=O)(=O)c3ccc(Cl)cc3)c(=O)[nH]c2c1 (centres undefined)	-5%	8	8%	0%
5	N#Cc1ccccc1OCCCNC1CCCC1	40%[activator]	-6	-25%	?
6	CCCCN1C(C(=O)Nc2ncccn2)=C(O)c2ccccc2S1(=O)=O	-3%	-1	10%	24%
7	O=C(CN1C(=O)NC2(CCCCCC2)C1=O)Nc1ccc2c(c1)CCC2	-1%	-3	11%	12%
8	Cc1onc(-c2ccccc2Cl)c1C(=O)Nc1nnc(-c2ccc(Cl)cc2Cl)s1	0%	-2	13%	1%
9	S=c1[nH]nc(-c2cccnc2)n1/N=C/c1ccco1	?	0	26%	-7%
10	Cc1no[n+]([O-])c1COc1cccc(/C=N/Nc2nncn2N)c1	-5%	10	?	?

entry	Shiga toxin inh	LmPK inhibitor	AMA1 RON2 block
1	.	.	4%
2	4	0%	11%
3	27*	-3%	49%[activator]
4	9	2%	1%
5	3	2%	-6%
6	-5	-5%	-12%
7	8	-2%	-5%
8	-4	2%	86%[activator]
9	47	1%	17%
10	22	0%	81%[activator]

The last 3 compounds of the section before open the next one:
entry	mol	Tb PYK inh	Cycloheximide cs	Pf growth 48h	Pf growth 96h
8	Cc1onc(-c2ccccc2Cl)c1C(=O)Nc1nnc(-c2ccc(Cl)cc2Cl)s1	0%	-2	13%	1%
9	S=c1[nH]nc(-c2cccnc2)n1/N=C/c1ccco1	?	0	26%	-7%
10	Cc1no[n+]([O-])c1COc1cccc(/C=N/Nc2nncn2N)c1	-5%	10	?	?
11	NC(=O)c1nsc(C(=O)N(CC(=O)NCc2ccc3c(c2)OCO3)C2CCCC2)c1N	-11%	14	?	-9%
12	Cc1ccc(NC(=O)CCl)c(C)c1	4%	3	1.9µM*	10µM*
13	O=C(c1cc(-c2cccnc2)nc2ccccc12)N1CCC2(CC1)OCCO2	2%	-4	-8%	56%[activator]
14	O=C(Nc1ccccn1)c1ccc(S(=O)(=O)c2ccc(Cl)cc2)cc1	3%	-2	?	36%[activator]
15	CCN(CC)C(=O)C1CCCN(c2ccc([N+](=O)[O-])cc2[N+](=O)[O-])C1 (centres undefined)	-4%	-2	-5%	3%
16	CCn1c2ccccc2c2cc(NC(=O)C/C(C)=N/NC(=O)c3ccccc3N)ccc21	3%	39*	12µM*	?
17	COc1ccc(CN2CCNC(=O)C2CC(=O)N(C)Cc2ccccn2)cc1OC (centres undefined)	-9%	-1	37%[activator]	?
18	CCCn1nc(NC(=O)CC(C)C)c2cc3cccc(C)c3nc21	-3%	-6	?	?
19	CC[C@H](C)[C@@H](CNC)NC[C@@H](Cc1ccc(O)cc1)NCC(C)(C)C	-2%	-1	?	13µM*
20	CC(=O)Nc1ccc(NC(=O)c2ccc(-n3c(C)ccc3C)cc2)cc1	-8%	13	-14%	?

entry	Shiga toxin inh	LmPK inhibitor	AMA1 RON2 block
8	-4	2%	86%[activator]
9	47	1%	17%
10	22	0%	81%[activator]
11	-8	4%	20%
12	2	10%	4%
13	6	3%	0%
14	-5	1%	-7%
15	-4	3%	0%
16	131*	5%	38%[activator]
17	-10	2%	78%[activator]
18	-11	-1%	0%
19	-7	-2%	123%[activator]
20	26	3%	-8%

Entries shown so far with a halogen, in the order listed:
entry	mol	Tb PYK inh	Cycloheximide cs	Pf growth 48h	Pf growth 96h
1	CS(=O)(=O)c1ccc(Cl)c(NC(=O)COC(=O)C23CC4CC(CC(C4)C2)C3)c1	2%	.	5.2µM*	8.3µM*
2	Nc1n[nH]c(-c2ccc(Br)cc2)c1Cl	5%	9	42%[activator]	37%[activator]
4	COc1ccc2cc(CN(CC3COCCO3)S(=O)(=O)c3ccc(Cl)cc3)c(=O)[nH]c2c1 (centres undefined)	-5%	8	8%	0%
8	Cc1onc(-c2ccccc2Cl)c1C(=O)Nc1nnc(-c2ccc(Cl)cc2Cl)s1	0%	-2	13%	1%
12	Cc1ccc(NC(=O)CCl)c(C)c1	4%	3	1.9µM*	10µM*
14	O=C(Nc1ccccn1)c1ccc(S(=O)(=O)c2ccc(Cl)cc2)cc1	3%	-2	?	36%[activator]

entry	Shiga toxin inh	LmPK inhibitor	AMA1 RON2 block
1	.	.	4%
2	4	0%	11%
4	9	2%	1%
8	-4	2%	86%[activator]
12	2	10%	4%
14	-5	1%	-7%

Other records follow.
entry	mol	Tb PYK inh	Cycloheximide cs	Pf growth 48h	Pf growth 96h
21	COc1ccc(C(=O)NCCNc2ccc([N+](=O)[O-])cc2)cc1	2%	-2	-17%	14%[5.75 µM]
22	CC(C(=O)Nc1ccc(S(=O)(=O)N2CCOCC2)cc1)N1CCN(c2ccccn2)CC1 (centres undefined)	-3%	9	?	?
23	O=C1c2cccc3c([N+](=O)[O-])ccc(c23)C(=O)N1c1ccc(Cl)cn1	-2%	-2	-1%	154%[activator]
24	COc1ccc(CNC(=O)CNC(=O)N2CC(=O)Nc3ccccc32)cc1	-4%	-1	32%[activator]	?
25	COc1ccc(OC)c(C(=O)c2ccc(Cl)cc2)c1	0%	13	97%[activator]	26%
26	O=S1(=O)CCOCCCN1Cc1ccccc1F	3%	-3	1%	44%[activator]
27	Cc1cccc(Cn2c(C)nc3ccc([N+](=O)[O-])cc3c2=O)c1	-2%	1	7%	-10%
28	CCc1ccc(C2c3[nH]c4ccccc4c3CCN2C(=O)c2cc(C)nn2C)cc1 (centres undefined)	1%	-1	?	9%
29	Cc1ccccc1OCC(=O)NCC(=O)N/N=C/C=C/c1ccccc1	.	-1	8%	.
30	O=C(O)CCCN=C1NC2(CCCC2)Cc2ccccc21	-11%	1	35%[activator]	20%

entry	Shiga toxin inh	LmPK inhibitor	AMA1 RON2 block
21	-4	2%	-3%
22	5	-2%	3%
23	-21	4%	0%
24	18	2%	3%
25	14	-4%	4%
26	-2	-6%	34%[activator]
27	25	2%	-5%
28	-7	0%	-9%
29	-3	0%	.
30	-5	6%	21%

More entries follow:
entry	mol	Tb PYK inh	Cycloheximide cs	Pf growth 48h	Pf growth 96h
31	O=C(NCCc1c[nH]c2ccccc12)c1cc(Cl)c2c(c1)OCO2	-1%	48*	21%	41%[activator]
32	COc1ccc(NC2CC(=O)N(c3cccc([N+](=O)[O-])c3)C2=O)cc1 (centres undefined)	1%	14	1%	?
33	Cc1csc(SCC(=O)N(C)CC(=O)Nc2ccccc2Cl)n1	-2%	.	2%	17%
34	c1ccc2c(N3CCCCC3)nc(N3CCOCC3)nc2c1	4%	-1	3%	22%
35	C/C(=N/NC(=O)CSCc1ccc(Cl)cc1)c1cccc(NC(=O)c2ccccc2)c1	-4%	8	.	28%
36	CC(C)(C)c1ccc(S(=O)(=O)N2CCCCC2)cc1	1%	0	?	12µM*
37	CCC(=O)N(Cc1cc2cc(OC)ccc2[nH]c1=O)c1cc(C)ccc1C	8%	-2	-1%	-14%
38	CCOc1cc(CNCCO)cc(Br)c1OCc1ccccc1Cl	-13%	-3	10µM*	12µM*
39	Cc1nc(Cc2nnc(SCC(=O)N3CCN(c4ccc(F)cc4)CC3)o2)cs1	5%	.	?	-30%
40	O=C(CSc1ncc(C(F)(F)F)cc1Cl)N1CCN(S(=O)(=O)c2ccc(Cl)cc2)CC1	0%	-6	?	.

entry	Shiga toxin inh	LmPK inhibitor	AMA1 RON2 block
31	96*	3%	-10%
32	15	0%	-7%
33	.	.	47%[activator]
34	-16	-7%	6%
35	1	1%	22%
36	6	-2%	-8%[2.32 µM]
37	3	6%	-2%
38	-18	-1%	24%
39	.	.	-8%
40	-19	-2%	7%

(list continues)
entry	mol	Tb PYK inh	Cycloheximide cs	Pf growth 48h	Pf growth 96h
41	CCOc1cc(Br)c(C=O)cc1OCC	-1%	-3	18%	18%
42	S=c1[nH]nc(-c2cnccn2)n1-c1ccccc1	?	2	-3%	.
43	N#C/C(=C\c1ccccc1)c1nc2ncccc2[nH]1	-9%	17	?	46%[activator]
44	CC(=O)c1cc(-c2ccc(F)cc2)n(CCC(=O)Nc2cc(C)[nH]n2)c1C	-2%	-5	-25%	14%
45	CC(=O)N1c2c(cc(Br)cc2S(=O)(=O)N2CCCCC2)CC1C (centres undefined)	-3%	-8	?	109%[activator]
46	CC(CN1c2ccccc2Sc2ccccc21)N(C)C (centres undefined)	-11%&2%	-4	?	?
47	Cc1occc1C(=O)Nc1ccc(S(=O)(=O)N2CCCC2)cc1	-5%	9	11%	0%
48	CC(C)(C)c1ccc2c(c1)N(CC(=O)N1CCCC1)C(=O)CO2	-7%	0	12µM*	-30%
49	CCOc1nc(Oc2cccc(C(=O)O)c2)nc(Oc2cccc(C(=O)O)c2)n1	-8%	-7	-7%	1%
50	COc1ccc(C(=O)N2CCC(C(=O)NCc3ccccn3)CC2)cc1	4%	-4	0%	95%[activator]

entry	Shiga toxin inh	LmPK inhibitor	AMA1 RON2 block
41	-13	1%	24%
42	3	-1%	5%
43	25	1%	30%[activator]
44	11	-5%	-14%
45	-8	-1%	-12%
46	4	2%	9%
47	29*	-15%	-2%
48	-24	5%	1%
49	-17	-4%	-1%
50	-2	-1%	47%[activator]

(further entries)
entry	mol	Tb PYK inh	Cycloheximide cs	Pf growth 48h	Pf growth 96h
51	CN1CCN(c2c(F)cc([N+](=O)[O-])c(N)c2Br)CC1	6%	4	49%[activator]	9%
52	O=C1N/C(=C\c2ccccc2)c2ccccc21	-6%	27*	123%[activator]	.
53	O=C(CCNC(=O)C1CCN(S(=O)(=O)c2ccc(F)cc2)CC1)NCc1cccc(Cl)c1	4%	-3	14%	?
54	CC(C)CN(CCCNC(=O)CN1C(=O)COc2ccc(S(=O)(=O)N3CCOCC3)cc21)CC(C)C	1%	-9	5%	?
55	COc1ccc(C2C(C(N)=O)=C(C)Nc3nc(CCCO)nn32)cc1 (centres undefined)	3%&-3%	-3	8%	14%
56	Cc1c(NC(=O)CSc2n[nH]c(-c3ccccc3)n2)c(=O)n(-c2ccccc2)n1C	-7%	-1	.	-12%

entry	Shiga toxin inh	LmPK inhibitor	AMA1 RON2 block
51	36	-6%	3%
52	57*	-8%	-3%
53	10	1%	3%
54	12	-9%	11%
55	-8	-9%	5%
56	5	1%	1%

Assay outcomes: PubChem, National Center for Advancing Translational Sciences (NCATS)
